From PubChem BioAssay
Lipid storage S3 – qHTS Assay for Lipid Storage Modulators in Drosophila S3 Cells. Drosophila S3 cells, BODIPY lipid droplet fluorescence, 18-24 h; cells fed with added oleic acid. Potency in µM for hits, for the others lipid storage change, negative = inhibition, % at the top dose, mostly 46.1 µM. hit rate 0.64% among 320,000. AID 2685, 2010; active = well fitted inhibition curve with a large enough effect in the signal ratio, with a control signal flat, not every such curve was filed as active; inconclusive = small, poorly fitted or top-dose-only effect, or effect the other way, or a change in a side signal; the % refers to the signal ratio
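Drosophila S3 cells got compounds at several concentrations plus oleic acid (400 uM solution). Laser-scanning cytometry with 488 nm excitation read lipid droplets at 500-530 nm and cells at 575-640 nm. Percent activity was relative to 20 uM Triacsin C.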
Lipid storage S3 cell count max – also measured in Lipid storage S3; calls as there; cell number change, %; measured here: cell count max response;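 cells counted by Cell Tracker Red CMTPX staining in the red channel; peak over a dose series mostly up to 46.1 µM; percent activity relative to internal control wells on each plate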
An asterisk follows results filed as active; i = inactive; ? = inconclusive; / = not tested or not shown; & = joins results of further samples; [ ] = remark or other dose. % is scaled to controls: 0 for no effect and ±100 for the full control effect; potency is read from the fitted curve at half-maximal effect. Not all compounds are listed. The share of hits here may be higher or lower than overall.

structure | Lipid storage S3 | Lipid storage S3 cell count max
Cn1c(SCc2ccc(C(=O)Nc3nccs3)cc2)nnc1-c1ccccc1 | ? | /
CCN(CC)S(=O)(=O)c1ccc(NCc2ccccc2)nc1 | ? | /
COc1ccc(Br)cc1/C=N/NC(=O)C(c1ccncc1)N1CCOCC1 (stereo unspecified) | ? | /
O=C1CCCN1CCCN=c1c([N+](=O)[O-])nn(-c2ccc(Cl)cc2)n1O | i | /
CC(=O)OCCn1c(Br)nc2c1c(=O)[nH]c(=O)n2C | 17.1% | -15.3
CCOC(=O)c1cnc(-n2nc(C)cc2C)nc1Nc1ccc(OC)cc1 | ? | /
CCN(CC)c1ccc(NC(=O)COC(=O)c2cccs2)cc1 | ? | /
O=C(NCc1ccccc1Cl)c1ccc(Cn2cc(C(F)(F)F)ccc2=O)cc1 | 14.3% | /
O=C(COC(=O)c1ccc(S(=O)(=O)Nc2ccccc2)cc1)NCc1ccco1 | ? | /
COc1ccc(C(C)C)cc1S(=O)(=O)N1CCC(C(=O)NCc2cccnc2)CC1 | ? | /
Cc1ccc(C2C3=C(NCCN=C3c3ccccc3)C(=O)N2c2ccccc2)cc1 (stereo unspecified) | ? | /
COC(=O)c1ccc(CSc2nc3ccccc3c(=O)n2Cc2ccco2)o1 | ? | /
COc1ccc(C2=NOC(C(=O)Nc3cccnc3Cl)C2)cc1 (stereo unspecified) | ? | /
COc1cc(NC(=O)COc2ccccc2[N+](=O)[O-])ccc1NC(=O)c1ccco1 | ? | /
O=C(Cc1ccc(NS(=O)(=O)c2ccc(F)cc2)cc1)NCc1cccnc1 | i | 17.6
Cc1cnc(N2C(=O)c3ccc([N+](=O)[O-])cc3C2=O)s1 | ? | /
S=c1[nH]c(-c2ccccc2)cn1/N=C/c1ccncc1 | 8.5% | 12.5
COc1ccc(/C=N/NC(=O)c2cccc(NC(=O)c3ccccc3)c2)c(C(=O)O)c1OC | ? | /
O=C(Nc1ccc(Cl)c(S(=O)(=O)N2CCOCC2)c1)c1ccc(OCC2CCCO2)cc1 (stereo unspecified) | ? | /
O=C(NCc1ccccc1)c1cccc(COc2ccccc2Cl)c1 | ? | /
Cn1c(Cc2ccccc2)nnc1SCC(=O)NC1CCCC1 | i | 24.4
NS(=O)(=O)c1ccc(N2CCN(C(=O)C3COc4ccccc4O3)CC2)nc1 (stereo unspecified) | 10.4% | 9.6
CNC(=O)COC(=O)/C=C/c1c(C)nn(-c2ccccc2)c1C | 5.2% | -2.8
CN1CCN(C(=O)c2ccc(COc3ccc(C(C)(C)C)cc3)o2)CC1 | ? | /
Cc1ccn(C(=O)c2cc3cc(Cl)ccc3oc2=O)n1 | ? | /
O=c1[nH][nH]cc1C=Nc1ccccc1Cl | ? | /
O=C(NC1C=CS(=O)(=O)C1)c1sc2ccccc2c1Cl (stereo unspecified) | -0.9% | -18.3
CCOC(=O)c1sc2nc3c(cc2c1N)COC(C)(CC)C3 (stereo unspecified) | ? | /
COC(=O)N/N=C/c1ccc([N+](=O)[O-])o1 | ? | /
O=C(CSc1nc2c(cnn2-c2ccc(F)cc2)c(=O)[nH]1)Nc1nccs1 | 15.8% | 10.4
O=C(O)c1ccccc1C(=O)c1ccc(N2CCCC2)c([N+](=O)[O-])c1 | 18.4%[9.22 µM] | 25.8
C/C(Cl)=C\COc1cc(C)nc2c(Br)cccc12 | 4.9% | 1.6
COc1ccccc1NC(=O)CCn1c(=S)oc2ccccc21 | ? | /
CCC1(C)Cc2ccccc2-c2[nH]c(=S)[nH]c(=O)c21 (stereo unspecified) | ? | /
O=C(COc1ccc(Cl)cc1)Nc1ccc(NC(=O)c2ccco2)cc1 | i | -22.9
CC(C)COc1ncnc2c1sc1nc3c(cc12)COC(C)(C)C3 | ? | /
Cc1ccccc1OCC(=O)N1CCC2(CC1)CC(=O)c1ccccc1O2 | i | -1.4
CCOC(=O)c1cc2sc(C)cc2n1CC(=O)Nc1ccc2c(c1)OCCO2 | ? | /
Cc1cc(C(=O)CSc2nc3ccccc3n2C)c(C)n1C | ? | /
COc1ccccc1Cn1[nH]nnc1=S | -3.5% | 13.5
CCC(CC)C(=O)N1CCN(Cc2ccc3c(c2)OCO3)CC1 | ? | /
Nc1nnc(N2CCCCC2)s1 | 21.7% | 3.6
COc1ccccc1NC(=O)COC(=O)c1ccccn1 | -11.2% | 20.2
COc1ccc(OCCN2CCN(S(=O)(=O)c3ccccc3C(F)(F)F)CC2)cc1 | ? | /
COc1cc2c(cc1OC)CN(C(=O)c1sccc1C)CC2 | 6.8% | 9.3
C(=N\N1CCN(C2c3ccccc3-c3ccccc32)CC1)/c1cccs1 | 11.7% | 1.9
O=C(N/N=C/c1cccc([N+](=O)[O-])c1)C1CC(=O)N(c2ccc(Br)cc2)C1 (stereo unspecified) | 16.1% | 4.8
CC(C)c1nc2ccc(NC(=O)C34CC5CC(CC(C5)C3)C4)cc2[nH]1 | i | 28.0
Cc1occc1C(=O)N/N=C/c1ccc(Br)s1 | 13.2% | 1.3
CN(C)/C=C1\N=C(c2cccs2)OC1=O | ? | /
Cc1cc2ncn(C(=O)c3ccc(F)cc3)c2cc1C | 4.2% | -16.8
COc1ccc(CN(C(=O)c2cccs2)c2ccccc2)cc1 | 7.0% | 0.0
COc1ccc(Cc2nc3ccc(C(=O)N4C[C@@H](C)O[C@@H](C)C4)cc3o2)cc1OC | ? | /
O=C(C1=C[C@@H](c2coc3ccccc3c2=O)C[C@@H](OCCCCO)O1)N1CCOCC1 | ? | /
CCOC(=O)c1ccc(S(=O)(=O)Nc2ccc(N3CCOCC3)cc2)cc1 | ? | /
COc1ccccc1-c1nnc(SCC(=O)NCc2c(C)c(Cl)cc(C(C)C)c2O)o1 | ? | /
N/C(Cc1ccc([N+](=O)[O-])cc1)=N\OC(=O)c1ccccc1Br | ? | /
CNc1cc([N+](=O)[O-])ccc1OCc1ccccc1 | -0.2% | 15.1
CCC(C)NC(=O)Nc1ccc2c(c1)N(C)C(=O)c1ccccc1S2 (stereo unspecified) | ? | /
CCOC(=O)CCCCC(=O)c1[nH]c(=O)[nH]c1CSc1nc(C)cc(C)n1 | ? | /

7 structures from above, ordered by count of non-hydrogen atoms, low to high:
structure | Lipid storage S3 | Lipid storage S3 cell count max
Cc1occc1C(=O)N/N=C/c1ccc(Br)s1 | 13.2% | 1.3
Cc1cc2ncn(C(=O)c3ccc(F)cc3)c2cc1C | 4.2% | -16.8
COc1ccccc1NC(=O)COC(=O)c1ccccn1 | -11.2% | 20.2
COc1ccc(CN(C(=O)c2cccs2)c2ccccc2)cc1 | 7.0% | 0.0
CCOC(=O)c1ccc(S(=O)(=O)Nc2ccc(N3CCOCC3)cc2)cc1 | ? | /
COc1ccc(OCCN2CCN(S(=O)(=O)c3ccccc3C(F)(F)F)CC2)cc1 | ? | /
COc1ccccc1-c1nnc(SCC(=O)NCc2c(C)c(Cl)cc(C(C)C)c2O)o1 | ? | /

Next entries follow.
structure | Lipid storage S3 | Lipid storage S3 cell count max
CN(C)Cc1c(O)ccc2c3c(c(=O)oc12)CCCCC3 | ? | /
CCN(CC(=O)NCc1ccc(Cl)cc1)C(=O)c1ccc(C#N)cc1 | ? | /
O=C(Nc1ccccc1Cl)c1ccn[nH]1 | ? | /
CC1CCN(Cc2nnc(-c3cccc(Br)c3)o2)CC1 | ? | /
CCN(CC(=O)Nc1ccc(OC)cc1)C(=O)c1ccc2c(=O)n3c(nc2c1)CCC3 | ? | /
COc1ccc(CCN=C(N)NS(=O)(=O)c2ccc(C)cc2)cc1OC | 2.7% | 13.3
S=c1[nH]c2cc3ccccc3cc2[nH]1 | 8.3%&2.8% | 3.5&10.5
COc1ccc(NC(=O)CCN2C(=O)c3cccc([N+](=O)[O-])c3C2=O)cc1 | ? | /
Cc1cccc(NC(=O)c2ccc(-n3ccnc3)nc2)c1 | ? | /
Cc1cc(Br)ccc1NC(=O)CCSc1ccccc1 | i | 25.7
Cc1cc(=O)oc(C)c1C(=O)OCC(=O)c1ccc(Cl)cc1 | 19.0% | -9.5
Cc1cccc(N2CCN(C(=O)CCc3nc4ccccc4[nH]3)CC2C)c1 (stereo unspecified) | ? | /
O=C(CCS(=O)(=O)c1ccc(Cl)cc1)Nc1nnc(-c2ccco2)o1 | ? | /
CC(C)(C)OC(=O)N[C@H](C(=O)OC(C)(C)C)c1ccc2c(c1)OCO2 | ? | /
COc1ccc(N2C(=O)C3CC(C)=C(C)CC3C2=O)c(OC)c1 (stereo unspecified) | ? | /
Cc1ccc2c(c1)C(=O)CC1(CCCCCC1)O2 | ? | /
Cc1cc(=O)oc(C)c1C(=O)Nc1ccc(F)cc1 | ? | /
CN1C(=O)CS(=O)c2ccc(C(=O)NCCC3=CCCCC3)cc21 (stereo unspecified) | ? | /
Cn1cc(Br)c(C(=O)N/N=C/c2cc3ccccc3nc2Cl)n1 | ? | /
Cc1nn(Cc2c(Cl)cccc2Cl)c(C)c1C(=O)NCc1ccc(C)n1C | ? | /
O=C1CC(c2ccc(F)cc2)CC(O)=C1C=NCCN1CCN(C(=O)Nc2ccccc2)CC1 (stereo unspecified) | ? | /
O=C(Nc1sc2c(c1C(=O)O)CCC2)c1ccco1 | ? | /
CC(C)C(=O)n1nc(-c2cccnc2)nc1NCc1ccc(F)cc1 | 9.9% | 2.0
CCCCOc1ccc(CSc2nncn2N)cc1 | ? | /
Cc1ccc(N(C)C(=O)c2cnn(-c3ccccc3)c2C)c(C)c1 | 10.6% | -13.2
CCCOC(=O)CCCCCCCCC(O)CN1CCCCC1 (stereo unspecified) | ? | /
Cc1[nH]c2ccccc2c1CCC(N)=O | ? | /
COCCNC(=O)c1c(C)cc(C)cc1C | ? | /
CCOc1nnc(C)c2c(C)n(-c3ccc(Cl)cc3)nc12 | ? | /
COc1ccccc1N1CCN(Cc2ccco2)CC1 | ? | /
CC(=O)NCc1ccc(S(=O)(=O)N2CCN(S(=O)(=O)c3ccc4ccccc4c3)CC2)cc1 | -1.8% | 12.4
COc1cc(NC(=O)CSCC(=O)Nc2cc(OC)cc(OC)c2)cc(OC)c1 | -21.9% | -0.9
CCOC(=O)/C=C/S(=O)(=O)c1ccc(NC(C)=O)cc1 | ? | /
CCOC(=O)C1(Cc2ccccc2C(F)(F)F)CCN(C(C)COC)CC1 (stereo unspecified) | 5.1% | 12.5
CCOC(=O)c1sc(Nc2nc(OC)cc(OC)n2)nc1C | ? | /
COc1ccc(N2CCN(C3CCCN(C(=O)CN4CCCC4=O)C3)CC2)cc1 (stereo unspecified) | ? | /
CCCCCCNCC1OCc2ccccc2CO1 | 10.7% | 8.6
COc1ccc(C(=O)NC(=S)N2CCN(c3ccc([N+](=O)[O-])cc3)CC2)cc1 | i | -1.1
CCN(CC)S(=O)(=O)c1ccc(C)c(NC(=S)NC2CCCCC2)c1 | -1.7% | 1.1
c1ccc(Nc2cccc(Nc3ccccc3)n2)cc1 | ? | /
COc1cc(C(=O)NCCc2nc3ccccc3n2C)cc(OC)c1OC | 5.3% | 5.1
COc1ccc(C(=O)NCCCN2CCOCC2)cc1S(=O)(=O)N1CCCc2ccccc21 | -0.1% | 4.8
O=C(NCc1ccc2c(c1)OCO2)c1cc2c(s1)CSC2 | 3.1% | 4.3
CC(=O)c1ccc(N2CCN(C(=O)c3ccc4c(c3)OCO4)CC2)cc1 | ? | /
Cn1c(=O)n(-c2ccccc2)c(=O)c2c3c(sc21)COC(C)(C)C3 | ? | /
COc1cccc(NC(=O)CN(C)CC(=O)Nc2ccc(C)cc2Cl)c1 | ? | /
COc1ccc(S(=O)(=O)N2CCC(C(=O)Nc3nnc(CCN4CCCCC4)s3)CC2)cc1 | ? | /
O=Cc1ccc(-c2cccc([N+](=O)[O-])c2)o1 | 0.6% | -2.4
CCN1CCCC1CNCC(O)COc1ccc(C(C)(C)C)cc1C (stereo unspecified) | -12.2% | -5.6
O=C(NNC(=O)C1CCCO1)c1ccc([N+](=O)[O-])cc1 (stereo unspecified) | i | 11.3
Cc1ccccc1-c1nc2c(s1)CCc1onc(-c3ccc(Cl)cc3)c1-2 | ? | /
C[C@H](CCC(=O)O)[C@H]1CC[C@H]2[C@@H]3[C@H](O)C[C@@H]4C[C@H](O)CC[C@]4(C)[C@H]3C[C@H](O)[C@]12C | -0.1%&-3.8% | -13.3&9.1
Cc1c(C(=O)N/N=C/C(C)C)[nH]c2ccc([N+](=O)[O-])cc12 | 1.2% | -4.9
Cn1c(C(C#N)/C(=N\S(=O)(=O)c2cccs2)c2ccccc2)nc2ccccc21 (stereo unspecified) | 19.5% | 11.5
Cc1cccc(C(=O)N2CCC(c3nc4ccccc4s3)CC2)c1 | 16.1% | 14.7
NC(=O)c1ccc(-n2nnnc2SCc2ccccc2)cc1 | i | -4.9
O=C(c1cc2ccccc2o1)N1CCC(N2CCC(C(=O)N3CCCC3)CC2)CC1 | 1.7% | -11.0
CCC(C)OC(=O)c1[nH]c2c(c1C)C(=O)CC(c1ccc(N(C)C)cc1)C2 (stereo unspecified) | ? | /
COC(=O)C1=C(CSc2nncn2C)NC(=O)NC1c1cc(C)ccc1C (stereo unspecified) | i | /
